Insulin prom up = insulin promoter activators in MIN6 cells, imaging, high-content screening, mouse beta cells. MIN6 insulin promoter-GFP reporter; stronger effect = higher value. z-score at 5 µM. 0.3% of 190,000 active;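 active = z-score above 3 at 5 µM with at least 500 cells counted in the well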
AID2073 = inhibitors of Mint1-CaV2.2 protein interaction, biochemical, HTRF (AID 2073); Voltage-dependent N-type calcium channel subunit alpha-1B (Homo sapiens); HTRF protein-protein interaction, Mint1-CaV2.2; higher % means a stronger effect; inhibition, % at 20 µM; hits with a dose series show IC50 in µM; 0.19% of 290,000 active; in the data active = inhibition mostly above about 51%, no sharp cut-off; note: some results filed as inactive read as strong as hits
Yfh1-depleted yeast = enhancers of respiration in Yfh1-depleted yeast, dose response, Friedreich's ataxia, plus single-dose screen (AID 1465) | S. cerevisiae Yfh1-off respiration, WST-1 reduction, 72 h; higher fold induction means a stronger effect | fold induction at 50 µM, or EC50 in µM where a hit was titrated | 0.074% of 220,000 active;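 active = fold induction of absorbance versus untreated yeast above a set limit, then at least 30% activation at any dose in follow-up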;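 note: activators that raise dye reduction in frataxin-depleted yeast; strong numbers were not always called active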
WT yeast gro inh = growth inhibition of WT strain, primary screen, mitochondrial fusion inhibitor project, WT and mutant strains, chemical genetic; mitochondrial fusion phenotypic screen; inhibition, % at 10 µM; 2.1% of 190,000 active; AID 1362, 2008; in the data active = inhibition above about 58%; tested in S. cerevisiae
Autophagy mod = autophagy modulators in MEF cells, primary screen, imaging, high-content, MEF GFP-LC3; MEF GFP-LC3 puncta imaging; test concentration mostly 10 µM; calls only at 10 µM (by protocol); 0.98% of 190,000 active;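 active = percentage of spot-positive cells more than 3 SD above its plate mean, without a fluorescence outlier flag or 80% toxicity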;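 note: spot-positive cell cutoff set from DMSO-treated cells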
b-catenin transl = modulators of beta-catenin nuclear translocation, primary screen, imaging, HeLa cells, immunofluorescence, high-content; 0.3% of 190,000 active; AID 1665, 2009; nuclear translocation activity, % at 5 µM;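 active = nuclear translocation activity above 50% at 5 µM, with a well cell count of 50 or more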;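 note: per-cell ratio of nuclear to cytoplasmic median beta-catenin stain intensity; plate controls were DMSO negative control for no effect and GSK-3 inhibitor IX positive control for full effect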
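Test system: HeLa cells, endogenous beta-catenin; Compound: single 5 µM dose plus 0.02–20 µM confirmation series; Times: compound exposure 24 h at 37°C; Signal: fluorescence imaging of beta-catenin antibody stain plus DAPI; Read-out: % activation, nuclear-to-cytoplasmic median beta-catenin signal ratio per cell.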
MT stabilize HCS = microtubule stabilizers in HeLa cells, primary screen, imaging, high-content imaging; HeLa tubulin immunostaining HCS, 24 h; share of cells brighter than vehicle mean+2SD; 0.83% of 200,000 active; % tubulin-high responders, % at 10 µM;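 active = plate Z-score above 3 for both tubulin-high and condensed-nucleus cell shares, with cell loss under 80%, at 10 µM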;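 note: anti alpha tubulin signal scored within the nucleus-defined area of each cell; some results filed as inactive read as strong as hits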
Dynein cargo inh = inhibitors of GR-EGFP nuclear translocation, primary screen, dynein cargo transport inhibitor project, imaging, high-content, 3617.4 mouse cells; z-score, hits read low; 0.47% of 220,000 active; test concentration mostly 20 µM; stimulated with dexamethasone, 1 µM; stronger effect = lower value;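 active = plate z-score of nuclear minus cytoplasmic receptor signal below a set negative limit, without overly bright fluorescence or cell loss, cut at about -3.5 in these data, passing the limit was not always enough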;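 note: z-score of nuclear minus cytoplasmic ring GR-EGFP intensity difference per well; some compounds called inactive have numbers as strong as hits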
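Buffer or medium: tet-free, stripped-serum medium; Also added: dexamethasone, 1.0 µM final; Technique: high-content fluorescence imaging after fixation; Times: 48 h induction, 1 h compound, 30 min dex at 37 °C; Read-out: per-cell GR-EGFP intensity, nucleus versus surrounding cytoplasmic ring, well-averaged.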
HIV peptide binding = inhibitors of HIV fusion peptide binding, primary screen, biochemical, uHTS, fluorescence dequenching (AID 1986); cell-free peptide binding, fluorescence dequenching, 30 min; higher % means a stronger effect; inhibition, % at 20 µM, or IC50 in µM where a hit was titrated; 0.3% of 290,000 active; in the data active = inhibition mostly above about 52%, no sharp cut-off; inactive = mostly below about 76%; note: some results filed as inactive read as strong as hits
WT yeast gro inh mutant strain = recorded beside WT yeast gro inh, whose call it bears; inhibition, %; mitochondrial fusion phenotypic screen, mutant strain inhibition
Dynein cargo inh cytoplasmic EGFP = second read-out of Dynein cargo inh, no call of its own (marks repeat the call); z-score; measured here: cytoplasmic GR-EGFP intensity; stronger effect = higher value
Dynein cargo inh nuclear GR-EGFP = recorded beside Dynein cargo inh, whose call it bears; z-score; measured here: nuclear GR-EGFP intensity;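 lower value marks the stronger effect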
Dynein cargo inh cell count = recorded beside Dynein cargo inh, whose call it bears; z-score; measured here: cell count per field
Insulin prom up cell count = further read-out of Insulin prom up, marked with its call; cell count; measured here: cytotoxicity, nuclei count;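 total cells summed across four imaged fields per well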
b-catenin transl cell count 5 µM = recorded beside b-catenin transl, whose call it bears; cell count; measured here: cell count, cytotoxicity flag
MT stabilize HCS Hoechst-high % = second read-out of MT stabilize HCS, no call of its own (marks repeat the call); % Hoechst-high responders; measured here: nuclear condensation Hoechst responders;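 share of cells brighter than vehicle mean plus two SD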
MT stabilize HCS cytotoxicity % = recorded beside MT stabilize HCS, whose call it bears; toxicity, %; measured here: cytotoxicity by cell density;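 0% = mean cell density of plate MIN control wells and 100% = no cells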
Autophagy mod cell loss 18 h = second read-out of Autophagy mod, no call of its own (marks repeat the call); toxicity, %; measured here: cell loss, nuclei count;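 cell loss after 18 h compound exposure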
* marks the source's active call; other numbers are inactive results; i = inactive; . = no result given.

Structure	b-catenin transl cell count 5 µM	MT stabilize HCS cytotoxicity %	WT yeast gro inh mutant strain	Dynein cargo inh	Yfh1-depleted yeast	HIV peptide binding	Dynein cargo inh nuclear GR-EGFP	Autophagy mod cell loss 18 h	Dynein cargo inh cytoplasmic EGFP	Insulin prom up	MT stabilize HCS	Autophagy mod	AID2073	Dynein cargo inh cell count	Insulin prom up cell count	WT yeast gro inh	b-catenin transl	MT stabilize HCS Hoechst-high %
O=C(CN1CCC(n2nnc3cc(F)ccc32)CC1)N1CCc2ccccc2C1	1046	11	5	0.39	i	1.0%	-0.25	14	-0.23	.	3.5	i	-3%	0.84	.	-8	-2.7	1.8
CCOc1ccc(NC(=S)N2CCCN(Cc3cccc(Cl)c3)C2)cc1	1109	0.1	18	-0.3	i	-0.2%	0.023	-33	0.23	-2.2	1.7	i	-1%	0.48	1172	19	1.4	1.7
Cc1ccccc1S(=O)(=O)Nc1nc2ccccc2nc1NCCO	.	9.4	0	1.1	i	0.7%	0.63	-9	-0.21	-0.71	1.2	i	15%	0.084	1033	-7	.	0.9
CC(C)NC(=O)COC(=O)c1cc(F)c(F)cc1Cl	815	7.9	-15	0.89	i	0.4%	0.8	-9	-0.2	.	1.7	i	46%	0.026	.	-11	4.4	0.8
CC(C)c1ccc(NC(=O)COc2ccccn2)cc1	1064	5.6	13	0.92	i	-0.2%	0.67	37	-0.35	-0.6	3.9	i	12%	0.05	1339	16	-0.2	2.1
CCCc1nc2ccccc2c(=O)n1NC(=O)c1c(O)c2ccccc2n(C)c1=O	949	4.7	7	0.19	i	13%	0.14	11	-0.19	0.24	4.6	i	-2%	0.4	1464	9	1.6	2.5
CCOC(=O)c1c(/N=C/c2ccc(C)cc2O)sc2c1CCC2	1095	11	3	-0.16	i	4.6%	-0.0089	-4	-0.066	-0.05	5.5	i	-16%	0.38	1464	-14	0.7	2.7
CC(C)NC(=O)CSc1nc2ccccc2n1-c1ccccc1	574	6.1	1	0.61	i	0.4%	0.17	-2	-0.24	-0.68	3.7	i	21%	0.27	1267	6	-4.5	1.9
CCCS(=O)(=O)N1CCN(S(=O)(=O)c2ccccc2[N+](=O)[O-])CC1	1545	4.6	-1	1.7	i	5.7%	1.4	11	-0.26	0.21	5.2	i	14%	-0.79	1457	4	0.1	1.9
COc1ccc(F)cc1CN1CCN(C(=O)CCC(=O)Nc2nnc(C(C)C)s2)CC1	1003	11	7	0.41	i	-1.8%	0.22	4	-0.24	-0.73	2.4	i	-3%	-0.33	1064	11	-2.0	2.5
CCc1cccc2c(C#N)cn(CCOc3ccccc3OC)c12	1326	5.3	7	0.28	i	2.8%	-0.12	-3	-0.19	-0.56	1.8	i	1%	0.27	1508	-6	-0.5	1.8
CC(=O)N=c1ncn(CC(COC(C)=O)OC(C)=O)c2nc[nH]c12 (stereo not drawn)	882	6.5	-16	-0.31	i	-2.8%	-0.23	8	-0.1	0.48	3.3	i	-6%	0.28	1203	3	-1.9	1.3
Cn1cnnc1SCC(=O)Nc1sc2c(c1C(N)=O)CCC2	.	14	14	-0.25	i	44%	0.21	6	-0.16	.	1.9	i	12%	0.22	.	2	.	3.1
O=C(NCCc1c[nH]c2ccccc12)C(=O)NCC(c1ccco1)N1CCN(c2ccccc2F)CC1 (stereo not drawn)	1246	8.1	-5	-0.22	i	-3.1%	-0.36	6	-0.26	-0.1	2.1	i	2%	-0.09	1335	30	0.4	2.1
CCCCCC/C=C/c1ccc([C@H]2[C@H]3C=CC[C@@H](C)[C@@H]3C(=O)N2Cc2ccccc2)c(F)c1	1152	.	.	-0.1	i	2.1%	0.11	.	-0.77	.	.	.	-1%	-0.45	.	.	-1.4	.

Reprinted from the part before: two entries; new compounds follow.
Structure	b-catenin transl cell count 5 µM	MT stabilize HCS cytotoxicity %	WT yeast gro inh mutant strain	Dynein cargo inh	Yfh1-depleted yeast	HIV peptide binding	Dynein cargo inh nuclear GR-EGFP	Autophagy mod cell loss 18 h	Dynein cargo inh cytoplasmic EGFP	Insulin prom up	MT stabilize HCS	Autophagy mod	AID2073	Dynein cargo inh cell count	Insulin prom up cell count	WT yeast gro inh	b-catenin transl	MT stabilize HCS Hoechst-high %
O=C(NCCc1c[nH]c2ccccc12)C(=O)NCC(c1ccco1)N1CCN(c2ccccc2F)CC1 (stereo not drawn)	1246	8.1	-5	-0.22	i	-3.1%	-0.36	6	-0.26	-0.1	2.1	i	2%	-0.09	1335	30	0.4	2.1
CCCCCC/C=C/c1ccc([C@H]2[C@H]3C=CC[C@@H](C)[C@@H]3C(=O)N2Cc2ccccc2)c(F)c1	1152	.	.	-0.1	i	2.1%	0.11	.	-0.77	.	.	.	-1%	-0.45	.	.	-1.4	.
CCCCCN(C(=O)COC(=O)c1ccc(Br)o1)c1c(N)n(CCCC)c(=O)[nH]c1=O	.	6.7	-5	1.6	.	0.7%	0.77	-2	-0.15	1.6	1.8	i	8%	-0.71	870	1	.	2.1
O=C(O)c1ccccc1NS(=O)(=O)c1ccc(NNC(=S)Nc2ccc(OC(F)F)cc2)c([N+](=O)[O-])c1	1134	5.9	27	0.82	i	8.2µM*	0.64	0	-0.19	0.11	2.2	i	33%	-0.95	1280	18	-2.3	2.3
COC(=O)c1cc(CN2CCN(c3ccccc3C)CC2)ccc1O	1172	7.1	10	-0.69	i	3.1%	-0.44	3	-0.33	-0.79	2.3	i	2%	0.66	939	26	2.4	1.6
O=C(Cc1ccc([N+](=O)[O-])cc1)NCc1ccccn1	1538	1.2	6	0.25	i	-0.6%	0.43	33	-0.19	1.2	2.8	i	-6%	-1.1	1414	8	0.6	1.7
COc1cccc(NC(=O)Nc2ccc3c(c2)nnn3C)c1	950	3.2	2	0.12	i	1.4%	9e-05	-6	-0.23	-0.01	3.2	i	-1%	-0.53	1168	4	1.9	1.5
CC(C)CNS(=O)(=O)c1ccc(CCC(=O)NCc2ccncc2)cc1	1093	8.4	-6	-0.2	i	0.1%	-0.043	-18	-0.3	-0.13	1.0	i	-11%	0.7	1432	-3	-3.0	2.2
CSc1cccc(NC(=S)NN(C)C)c1	1341	.	.	-0.21	i	-0.7%	-0.22	.	-0.24	0.52	.	.	2%	0.24	1409	.	0.4	.
O=C(OC1CCOC1=O)c1cccc(S(=O)(=O)N2CCc3ccccc3C2)c1 (stereo not drawn)	1093	1.6	6	0.66	i	0.3%	1.3	16	0.19	0.31	2.9	i	-3%	-2.2	1254	6	-1.5	2.0
COc1ccc(-c2noc(C3CCCN(C(=O)Nc4ccccc4F)C3)n2)cc1 (stereo not drawn)	1058	12	-1	1	i	-0.1%	1.1	6	0.081	-0.54	2.8	i	-5%	-1.1	1468	8	-0.2	1.9
COc1ccc(/C=N/NC(=O)CN2CCCCCCC2)c(C)c1C	1318	.	.	-0.85	i	-1.9%	-0.13	.	-0.17	-0.52	.	.	4%	0.075	1122	.	-0.4	.
COc1ccc(-c2cc3ccccc3n2CC(O)CN2CCCCC2)cc1 (stereo not drawn)	1231	.	.	-0.11	i	-0.3%	0.55	.	-0.25	-1.4	.	.	11%	-0.095	1109	.	0.9	.
CN(C)c1ccc(CNC(=O)C2CCN(S(=O)(=O)c3ccc4c(c3)CCC(=O)N4)CC2)cc1	.	4.7	-10	0.67	i	-1.1%	0.55	6	-0.23	-0.05	7.7	i	6%	-0.37	902	-11	.	2.9
C#CCOCCOCCOCCNc1nc(N2CCN(C(=O)[C@H](Cc3cc4ccccc4[nH]3)n3cc([C@@H](N)C(C)CC)nn3)CC2)nc(N2CCN(C(=O)[C@H](Cc3cc4ccccc4[nH]3)n3cc([C@@H](N)CC(C)C)nn3)CC2)n1 (stereo partly drawn)	1182	4.9	-11	-1.2	.	-0.8%	-0.33	8	-0.095	0.37	2.8	i	20%	-0.48	1450	-18	-2.8	1.2
COc1cccc(C(=O)Nc2c(C(N)=O)oc3ccccc23)c1	1195	5.5	22	-0.14	i	-1.7%	0.035	.	-0.2	-0.51	3.4	.	2%	-0.18	2000	-11	-2.8	3.4
CCC(=O)Nc1c(C#N)c2nc3ccccc3nc2n1-c1ccccc1C	1183	3.7	2	-0.28	i	-2.1%	0.43	14	-0.11	-0.1	6.3	i	12%	0.37	1204	-12	-1.1	1.7
CC(=O)NCCNC(=O)c1ccc(CSc2ccc(Cl)cc2)cc1	1108	14	6	0.71	i	0.9%	0.86	1	-0.36	0.46	2.0	i	25%	0.53	1315	-1	-1.1	3.1
CC(=O)c1cccc(OCCN2C(=O)NC(C)(C)C2=O)c1	1170	6.8	8	-0.47	i	0.4%	-0.2	12	-0.24	0.35	3.2	i	5%	1.2	1182	-2	2.1	2.6
O=c1[nH]c2ccccc2c(O)c1Cc1ccccc1	1542	2.6	-16	0.53	i	1.5%	0.69	1	0.2	0.12	2.1	i	6%	-2.2	1574	4	-0.6	1.4
Cc1ccccc1C(=O)Nc1cccc(NC(=O)c2ncn[nH]2)c1	916	6.2	-7	-0.73	i	-2.1%	-0.052	3	-0.31	0.1	3.9	i	2%	0.75	1512	-6	0.8	2.1
CCO[C@H]1OC(C(N)=O)=C[C@@H](c2csc3ccccc23)[C@@H]1CCCO	1141	6.6	-2	-0.97	i	1.0%	-0.35	-2	-0.31	0.8	2.1	i	6%	0.72	1459	0	-0.2	1.9
CCn1cc(C(=O)NCCCN2CCC(C)CC2)c(=O)c2cc(S(=O)(=O)N3CCCC3)ccc21	.	3.1	3	1.9	i	1.9%	1.9	-66	-0.2	-0.15	5.4	i	-9%	-0.7	1223	-4	.	2.4

Bioassay records (PubChem BioAssay)
